NR3A LBD binder = binders of NR3A ligand-binding domain, primary screen, biophysical, differential scanning fluorimetry, uHTS | Glutamate receptor ionotropic, NMDA 3A (GRIN3A) ligand-binding domain | hit rate 2.5% among 340,000 | AID 1259313, 2017 | NR3A LBD differential scanning fluorimetry, Tm shift; 0% = protein alone, 100% = glycine-bound protein | Tm shift relative to glycine control, % at 25 µM;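 active = melting temperature shift of at least 10% of the positive control shift, at one fixed dose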
SENP6 inh = SENP6 protease inhibitors, primary screen, biochemical, luminescence, uHTS | Sentrin-specific protease 6 (Homo sapiens), Q9GZR1 | Recombinant SENP6 catalytic domain, aminoluciferin luminescence | inhibition, % at 10 µM | hit rate 1.8% among 330,000 | AID 2599, 2010;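 active = inhibition above about 50% at the single tested dose, limit read from the data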;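 also: plate controls were DMSO wells with enzyme for no effect and DMSO wells lacking enzyme for full effect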
Target sequence (Q9GZR1 628-1112 limits assumed): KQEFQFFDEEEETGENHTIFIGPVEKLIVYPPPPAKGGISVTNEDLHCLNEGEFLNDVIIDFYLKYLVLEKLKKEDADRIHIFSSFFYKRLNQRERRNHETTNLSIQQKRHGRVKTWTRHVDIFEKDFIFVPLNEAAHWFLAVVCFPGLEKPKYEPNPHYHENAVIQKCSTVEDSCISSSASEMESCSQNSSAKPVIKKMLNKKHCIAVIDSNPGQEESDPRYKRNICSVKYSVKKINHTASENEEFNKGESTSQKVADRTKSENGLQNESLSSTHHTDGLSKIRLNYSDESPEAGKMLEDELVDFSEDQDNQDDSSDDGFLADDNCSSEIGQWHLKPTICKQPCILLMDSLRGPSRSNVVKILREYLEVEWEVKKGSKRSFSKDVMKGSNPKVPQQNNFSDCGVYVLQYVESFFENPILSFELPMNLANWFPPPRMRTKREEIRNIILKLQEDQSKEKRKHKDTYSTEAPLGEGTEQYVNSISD
PfGluPho inh = PfG6PD enzyme inhibitors, primary screen, biochemical, fluorescence intensity, uHTS; glucose-6-phosphate dehydrogenase-6-phosphogluconolactonase (Plasmodium falciparum 3D7); PfGluPho enzyme, NADPH resazurin-diaphorase fluorescence; inhibition, % at 20 µM; hit rate 0.78% among 350,000;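 active = inhibition reaching at least a set limit at 20 µM in the primary screen, cut at about 59% in these data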;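 also: 0% = DMSO wells with substrate and 100% = DMSO wells lacking glucose-6-phosphate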
MPTP inh = mitochondrial permeability transition pore inhibitors, primary screen, biochemical, isolated mouse mitochondria, absorbance | Ca2+ swelling absorbance, 30 min | inhibition, % at 10 µM | hit rate 1.4% among 360,000 | AID 602449, 2012;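 active = inhibition of 50% or more, scaled per plate between neutral and stimulator controls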;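 also: 0% = DMSO wells given calcium and 100% = 1 mM EGTA wells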
SENP7 block = SENP7 protease inhibitors, primary screen, biochemical, luminescence, uHTS. Sentrin-specific protease 7 (Homo sapiens), Q9BQF6. hit rate 1.5% among 330,000. inhibition, % at 5 µM. recombinant SENP7, Z-RLRGG-aminoluciferin luminescence, 40 min. AID 434973, 2010;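 active = inhibition above about 50% at the single test dose, limit read from the data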;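 also: plate controls were DMSO with enzyme for no effect and no enzyme buffer wells for full effect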
Target sequence (Q9BQF6 706-1050 limits assumed): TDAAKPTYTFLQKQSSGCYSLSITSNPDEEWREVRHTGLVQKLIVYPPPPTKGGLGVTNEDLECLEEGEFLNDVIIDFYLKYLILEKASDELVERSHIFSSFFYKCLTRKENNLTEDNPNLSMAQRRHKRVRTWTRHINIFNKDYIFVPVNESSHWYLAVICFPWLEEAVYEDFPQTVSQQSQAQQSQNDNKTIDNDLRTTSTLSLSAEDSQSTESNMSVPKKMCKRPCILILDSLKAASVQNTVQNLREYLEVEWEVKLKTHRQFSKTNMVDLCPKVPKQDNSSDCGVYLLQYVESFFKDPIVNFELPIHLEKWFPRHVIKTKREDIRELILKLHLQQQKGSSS
ATG4B inhibitor = ATG4B protease inhibitors, primary screen, biochemical, fluorescence, uHTS; ATG4B cleavage of LC3-PLA2, NBD-HPC fluorescence, 1 h; AID 504462, 2011; inhibition, % at 8.33 µM; Cysteine protease ATG4B (Homo sapiens), Q9Y4P1; hit rate 0.51% among 340,000; in the data active = inhibition above about 40%
HKDC1 inhibitor = HKDC1 hexokinase inhibitors, primary screen, biochemical, fluorescence, uHTS; recombinant HKDC1, G6PDH/diaphorase resazurin coupled fluorescence; inhibition, % at 20 µM; hit rate 0.16% among 340,000;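 active = inhibition above about 35% when tested at 20 µM, limit read from the data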;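 also: plate controls were DMSO wells with enzyme for no effect and DMSO wells lacking enzyme for full effect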
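Test system: recombinant HKDC1 (HK5) hexokinase enzyme, produced in-house / Doses: 20 µM test compound, 1% DMSO / Timing: 90 min, room temperature / Detection: G6PDH/diaphorase-coupled fluorescence, 1 mM NADP, 100 µM resazurin, 525/613 nm / Control set: DMSO wells with and without enzyme mix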
SENP8 inh = human SENP8 protease inhibitors, primary screen, biochemical, fluorescence, Nedd8 protein substrate, uHTS; recombinant SENP8; inhibition, % at 20 µM; hit rate 0.64% among 360,000; AID 602440, 2012; in the data active = inhibition mostly above about 40%, no sharp cut-off; inactive = mostly below about 27%
Active calls of the source: *; / = not tested or not shown.

NR3A LBD binder	SENP6 inh	PfGluPho inh	MPTP inh	SENP7 block	ATG4B inhibitor	HKDC1 inhibitor	SENP8 inh	compound
0	-5	-1	-0.2	7	3	1	-446	O=C(COC(=O)c1ccc[nH]c1=O)NC1CCCc2ccccc21 (stereo unspecified)
-1	-17	-7	-0.8	-2	-4	-7	-1	CN(C(=O)COC(=O)c1n[nH]c2ccccc12)c1ccccc1
-2	-28	7	-0.7	14	-14	1	10	CCc1ccc(Oc2cc(C)nc(N)n2)cc1
-1	-2	6	-1.1	-5	-1	0	10	O=C(Nc1cccc2ncccc12)c1cc([N+](=O)[O-])ccc1Cl
0	-10	-14	-0.2	9	-2	2	-13	COc1ccc(C2=NN(C(=O)CCC(=O)O)C(c3ccc(OC)c(OC)c3)C2)cc1 (stereo unspecified)
-1	-12	-19	-1.5	-4	10	8	11	O=C(CO/N=C/c1ccc(OC(F)F)cc1)NCc1ccco1
3	-2	-7	0.8	1	-5	6	-356	COc1ccc(OC)c(NC(=O)CN2c3cccc4cccc(c34)S2(=O)=O)c1
1	-22	-4	-3.4	-6	-5	15	-2	COC(=O)CNC(=O)C(NC(=O)OCc1ccccc1)C(C)C (stereo unspecified)
2	6	-2	1.6	2	-2	-7	17	CC(=O)Nc1ccc(CN(C)CC2CCCN(CCc3cccc(C(F)(F)F)c3)C2)cc1 (stereo unspecified)
2	-3	-7	0.3	-3	3	-5	15	Cc1nc2c3ccccc3nc(NNC(=O)CCC(=O)N3CCCC(C)C3)n2n1 (stereo unspecified)
0	1	-15	-1.2	5	7	-7	18	Cc1cc(C)nc(SCC(=O)N2CCCCC2)n1
-2	17	-7	8.9	-3	-5	26	33	O=C1c2ccccc2C(=O)c2c1ccc1c(=O)n(C3CCCCC3)[nH]c21

(next part)
NR3A LBD binder	SENP6 inh	PfGluPho inh	MPTP inh	SENP7 block	ATG4B inhibitor	HKDC1 inhibitor	SENP8 inh	compound
0	20	7	0.0	1	4	-1	26	Cc1[nH][nH]c(=O)c1C(c1ccc(Br)cc1)c1c(C)[nH][nH]c1=O
9	5	-1	2.3	6	2	-8	13	COc1ccc(OC)c(NC(=O)c2cc3c(Cl)nc4ccccc4c3s2)c1
0	11	-1	0.2	-1	6	-12	13	CCc1cccc(CC)c1C(O)c1cccnc1 (stereo unspecified)
-5	-4	-12	3.8	2	4	7	-15	C=CCOc1ccc2cccc(/C=N/NC(=O)c3cc4cc([N+](=O)[O-])ccc4s3)c2c1
2	1	-4	-0.6	7	2	-10	6	O=C(O)CCSc1nnc(-c2cccnc2)n1-c1ccccc1
1	11	3	-3.5	3	-4	-3	6	CCOC(=O)CNC(=O)COc1coc(CN2CCN(c3ccccc3F)CC2)cc1=O
2	3	-5	2.9	7	-16	3	15	Cc1nc(C(=O)Nc2ccc(Cl)cc2)nn1-c1ccc([N+](=O)[O-])cc1
0	-7	-3	-0.7	-3	-4	-4	22	O=c1[nH]ncn2cccc12
-1	10	-5	0.5	-6	7	-1	9	Cc1ccc(CN(C(=O)c2ccccc2C)C2CCS(=O)(=O)C2)o1 (stereo unspecified)
-5	-5	23	-0.1	-7	3	-3	-335	COc1cc2cc(C(c3nnnn3C3CCCCC3)N(C)C3CCCCC3)c(=O)[nH]c2cc1OC (stereo unspecified)
-16	3	-4	0.0	-1	0	-3	17	COc1ccccc1C(=O)OCC(=O)NC(=O)NCc1ccccc1
-2	-6	4	-0.9	-1	-3	-7	2	COc1ccc(C(CNC(=O)c2cccc(S(=O)(=O)NCc3ccccc3)c2)N2CCOCC2)cc1 (stereo unspecified)

(list continues)
NR3A LBD binder	SENP6 inh	PfGluPho inh	MPTP inh	SENP7 block	ATG4B inhibitor	HKDC1 inhibitor	SENP8 inh	compound
0	/	-4	0.7	0	0	3	14	CN=C1N(C)C[C@@H]2[C@@H]3C(=O)N(Cc4ccccc4)C(=O)[C@@H]3[C@](Cc3ccccc3)(C(=O)OC)N12
-1	2	5	0.9	0	-9	-4	25	Cc1cc(-c2ccc(/C=N/n3cnnc3)o2)c(C)c([N+](=O)[O-])c1
0	1	-3	-4.6	-2	-9	-9	20	O=C(c1ccccc1)N1CCN(S(=O)(=O)N2CCOCC2)CC1
-1	-27	-4	-1.6	-14	0	-6	1	Cc1ccc(NC(=O)CSc2nncn2-c2ccccn2)cc1Cl
0	7	-28	0.6	-3	11	13	13	CCOC(=O)C1CCN(Cc2ccccc2C(F)(F)F)CC1
1	56*	0	1.0	36	-11	2	88*	Nc1nnc2c(n1)CCCC2
-19	8	22	1.6	8	4	6	-101	O=C/C=C/c1c(-c2ccccc2)cc2oc3ccccc3cc1-2
1	-13	5	0.5	-8	1	-7	-102	Cc1ccc2nc(COC(=O)c3cnccn3)cc(=O)n2c1
0	-28	2	-0.2	-8	9	-3	-20	CCCCNc1cc(Cl)nc(N)n1
2	-3	2	-0.7	2	3	-7	7	NS(=O)(=O)c1ccc(CCNC(=O)c2cccc(S(=O)(=O)N3CCCC3)c2)cc1
1	-13	-3	-0.3	-3	-2	-3	22	O=C(O)CC/C(=N\NC(=O)CNC(=O)/C=C/c1ccccc1)c1ccccc1
-2	/	-3	91*	/	-13	11	54*	N#C/C(=C\c1ccc(O)c([N+](=O)[O-])c1)c1nc2ccccc2s1

Given as labelled records: entries from further up
SMILES: CCCCNc1cc(Cl)nc(N)n1
  NR3A LBD binder: 0
  SENP6 inh: -28
  PfGluPho inh: 2
  MPTP inh: -0.2
  SENP7 block: -8
  ATG4B inhibitor: 9
  HKDC1 inhibitor: -3
  SENP8 inh: -20
SMILES: NS(=O)(=O)c1ccc(CCNC(=O)c2cccc(S(=O)(=O)N3CCCC3)c2)cc1
  NR3A LBD binder: 2
  SENP6 inh: -3
  PfGluPho inh: 2
  MPTP inh: -0.7
  SENP7 block: 2
  ATG4B inhibitor: 3
  HKDC1 inhibitor: -7
  SENP8 inh: 7

The listing continues:
NR3A LBD binder	SENP6 inh	PfGluPho inh	MPTP inh	SENP7 block	ATG4B inhibitor	HKDC1 inhibitor	SENP8 inh	compound
0	6	-6	-0.2	3	2	-2	-234	CN(C)c1ccc(/C=C(/NC(=O)c2ccccc2Cl)C(=O)NCCN2CCOCC2)cc1
2	-17	6	-1.1	-6	-5	-3	9	Brc1cc(Br)c2nc3c(cc2c1)CCC3
-3	-5	-12	-0.6	-4	4	-2	-107	CCCCN(C(=O)c1oc2ccc(OCC)cc2c1C)c1c(N)n(CCCC)c(=O)[nH]c1=O
0	-9	10	-0.7	0	-10	7	6	C=C(C)C(=O)N1CC2(CC(c3cccc(NC(=O)c4ccccc4)c3)=NO2)C[C@@H]1C(N)=O (stereo partly specified)
-1	1	-4	4.1	5	-10	-8	8	CCOC(=O)c1c(C)[nH]c(C(=O)CSc2ccc(Cl)cc2)c1C
2	-8	3	-2.9	-4	-3	-5	10	CC(C)[C@@H]1C=C(C(=O)O)O[C@H](OCCCCO)C1
1	-2	-7	0.5	6	-6	-3	-1	NC(=O)CNC(=O)C1CCCc2c1[nH]c1ccc(Cl)cc21 (stereo unspecified)
2	-3	8	1.7	4	-2	-2	6	Cc1nnc(NC(=O)CCSc2ccc(Cl)cc2)s1
-2	21	-4	1.2	-3	3	4	-317	CCCc1cc(=O)n2[nH]c(C)c(-c3ccc(Cl)cc3)c2n1
-3	-5	9	0.8	3	-12	20	-119	Cc1ccc(S(=O)(=O)N2CCOCC2)cc1NC(=O)CSc1nnc2cc(C)c3ccccc3n12
-3	-13	-18	0.5	-9	9	2	-135	O=C(CCN1C(=O)S/C(=C\c2ccccc2)C1=O)Nc1ccc(O)cc1C(=O)O
-1	-24	10	0.1	-2	-11	6	10	CCOC(=O)c1cccc(C2=CC(=O)C[C@H](c3ccc(OC)c(OC)c3)C2)c1

Additional structures:
NR3A LBD binder	SENP6 inh	PfGluPho inh	MPTP inh	SENP7 block	ATG4B inhibitor	HKDC1 inhibitor	SENP8 inh	compound
-1	-11	8	-0.7	1	0	-5	10	Cc1cc2nc(Cl)c(Cl)nc2cc1C
2	2	3	1.6	15	-6	-4	10	CCOC(=O)[C@@H]1[C@H]2COc3cc(OC)ccc3[C@H]2N2C(=O)N(c3ccc(OC)cc3)C(=O)[C@]12C
1	-1	-6	2.1	10	3	1	6	Clc1ccc(-c2nc(Cc3ccccc3Cl)no2)cc1
1	0	5	-1.7	7	-1	-7	10	CCn1ncc(/C=C/C(=O)NCc2cnn(C)c2C)c1C
-2	-23	4	1.9	-7	-3	-9	-5	NC(=O)N/N=C/c1coc2ccc(O)cc2c1=O
-5	-2	-4	-1.9	2	5	0	5	CCOC(=O)C1CCCN(C(=O)c2cn(CC)c3ccc(S(=O)(=O)N4CCCC4)cc3c2=O)C1 (stereo unspecified)
0	-16	-9	-1.0	-2	-8	-6	6	CC(NC(=O)c1ccc(CS(C)(=O)=O)cc1)C1CC2CCC1C2 (stereo unspecified)
2	-1	44	2.5	0	21	0	-10	O=c1c2cc3c(cc2[nH]c(=S)n1Cc1ccco1)OCO3
/	-10	4	-0.3	0	-8	7	7	COC(=O)C(F)(Sc1c(C)n(C)n(-c2ccccc2)c1=O)C(F)(F)F (stereo unspecified)
2	1	14	-0.1	-9	-11	5	21	CC(NC(=O)CN(C)CC(=O)Nc1cccc(F)c1)c1ccccc1 (stereo unspecified)
-2	-8	-4	0.3	3	62*	7	5	NC(=O)c1ccc(Oc2ccc(Cl)c3ccccc23)c([N+](=O)[O-])c1
-2	-4	3	-0.8	-6	5	-6	28	Cc1ccc(C(N)=S)c(C)c1

Individual results from the entries so far.
For SENP6 inh, NC(=O)c1ccc(Oc2ccc(Cl)c3ccccc23)c([N+](=O)[O-])c1 is listed with -8
For SENP6 inh, O=c1c2cc3c(cc2[nH]c(=S)n1Cc1ccco1)OCO3 is listed with -1

(continued)
NR3A LBD binder	SENP6 inh	PfGluPho inh	MPTP inh	SENP7 block	ATG4B inhibitor	HKDC1 inhibitor	SENP8 inh	compound
-2	-4	-12	0.1	4	10	1	13	O=C(Cn1nnc(-c2ccc(N3CCOCC3)cc2)n1)OC1CCCCC1
0	-4	-8	0.7	0	6	-11	13	CN(C)S(=O)(=O)Nc1ccc2c(c1)OCO2
-8	-22	-9	0.9	-8	3	6	0	CC(=O)c1c(C)[nH]c(C(=O)N2CCN(c3ccc(F)cc3)CC2)c1C
-1	6	3	1.3	0	-5	5	-44	CCOc1cc(C2NC(=O)c3ccccc3O2)ccc1OC(C)C (stereo unspecified)
1	7	-1	0.3	-2	5	-9	5	O=C(NCc1ccc2c(c1)OCO2)c1cc2ccccc2oc1=O

Source: PubChem (Sanford-Burnham Center for Chemical Genomics)
